Assay outcomes: PubChem BioAssay, National Center for Advancing Translational Sciences (NCATS)
HEK293 viab – GF-AFC viability counterscreen for inhibitors of alpha-synuclein gene (SNCA) expression; HEK-293-SNCA-luc viability, GF-AFC fluorescence, 24 h; Potency, µM (top dose mostly 57.1 µM), without a hit: at the highest dose activity change, negative = cytotoxicity, actives largely listed as cytotoxic; 150,000 tested, 0.12% active; AID 1671193, 2021;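 also: potency is read from the fitted curve at half-maximal effect; 0% = DMSO-treated cells and -100% = medium-only wells without cells; nearly all actives have a fitted effect of over 30% in size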
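Cytotoxicity counterscreen: after 24 h compound treatment of genome-edited SNCA-luciferase HEK-293 cells, live-cell protease substrate GF-AFC read by fluorescence after 30 min; activity scaled between DMSO (0%) and medium-only (-100%), curves Hill-fitted.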
HEK293 tox – Cytotoxic Profiling in HEK 293 Cell Line of Diverse Libraries Using Quantitative High-Throughput Screening | Potency, µM (titrated, usually from 115 µM), inactives show top-dose activity change, negative = cytotoxicity, actives largely listed as inhibitors | HEK 293 viability, ATP luminescence (CellTiter-Glo), 48-72 h | 94,000 tested, 6.6% active | AID 1345083, 2018; also: potency is read from the fitted curve at half-maximal effect; nearly all actives have a fitted effect of over 60% in size
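ATP-coupled CellTiter-Glo luminescence served as viability read-out, recorded 10 min after reagent addition at room temperature. HEK 293 cells, 250 cells/well, had been incubated with pintool-transferred compound for 48 or 72 hr at 37 degree Celsius.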
SNCA expr inh – Primary qHTS assay for inhibitors of alpha-synuclein gene (SNCA) expression. 140,000 tested, 0.17% active. Potency, µM (top dose mostly 57.2 µM), for the others: at the highest dose activity change, negative = inhibition, most hits filed as inhibitors. AID 1671194, 2021. HEK-293 SNCA-luciferase knock-in, luminescence, 24 h;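 also: potency is read from the fitted curve at half-maximal effect; plate controls were DMSO cells for no effect and cell-free wells for full effect; nearly all actives have a fitted effect of over 45% in size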
FLuc inh – Firefly luciferase inhibition profiling of diverse chemical library using quantitative high-throughput screening; purified P. pyralis luciferase, luminescence, biochemical; Potency, µM (doses to about 115 µM), without a hit: top-dose activity change, negative = inhibition, usual class: inhibitors; 76,000 tested, 2.5% active; AID 1347043, 2019; also: potency is read from the fitted curve at half-maximal effect; nearly all actives have a fitted effect of over 65% in size
Target sequence (P08659 whole entry, looked up): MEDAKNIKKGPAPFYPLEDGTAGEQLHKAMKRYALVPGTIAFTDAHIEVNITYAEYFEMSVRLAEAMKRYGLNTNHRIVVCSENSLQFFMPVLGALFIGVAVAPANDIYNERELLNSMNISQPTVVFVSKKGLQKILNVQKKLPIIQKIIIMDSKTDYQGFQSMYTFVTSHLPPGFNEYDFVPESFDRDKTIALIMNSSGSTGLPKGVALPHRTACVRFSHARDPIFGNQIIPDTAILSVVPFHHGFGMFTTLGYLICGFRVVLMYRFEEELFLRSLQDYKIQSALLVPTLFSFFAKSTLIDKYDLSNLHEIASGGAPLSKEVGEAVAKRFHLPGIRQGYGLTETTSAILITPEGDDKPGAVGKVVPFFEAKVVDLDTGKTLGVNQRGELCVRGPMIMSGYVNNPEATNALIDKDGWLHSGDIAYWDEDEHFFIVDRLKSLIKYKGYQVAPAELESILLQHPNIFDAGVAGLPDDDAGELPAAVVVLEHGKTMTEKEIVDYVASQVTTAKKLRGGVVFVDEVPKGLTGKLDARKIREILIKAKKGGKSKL
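Luminescence read by CCD imaging after purified firefly luciferase (10nM final) was added to substrate buffer holding 10uM D-luciferin and 10uM ATP, pH 7.5, pre-dosed with compound.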
NIH3T3 tox – Cytotoxic Profiling in NIH 3T3 Cell Line of Diverse Libraries Using Quantitative High-Throughput Screening; 94,000 tested, 4.3% active; Potency, µM (titrated, usually from 96.7 µM), without a hit: at the top dose activity change, negative = cytotoxicity, most hits filed as inhibitors; AID 1345082, 2018; NIH 3T3 viability, CellTiter-Glo ATP luminescence, 48-72 h; also: potency is read from the fitted curve at half-maximal effect; nearly all actives have a fitted effect of over 55% in size
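Cytotoxicity is measured as loss of cellular ATP: NIH 3T3 cells (400/well) are exposed to compound for 48 or 72 hr at 37 °C, then CellTiter-Glo luminescence is imaged after 10 min at room temperature.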
GPT2 inhibitor – Primary qHTS assay for inhibitors of Glutamate pyruvate transaminase 2 (GPT2) | Alanine aminotransferase 2 (Homo sapiens), Q8TD30 | Recombinant GPT2, coupled pyruvate oxidase/HRP Amplex Red fluorescence | Potency, µM (titrated, usually from 57.7 µM), inactives show top-dose activity change, negative = inhibition, actives largely listed as inhibitors | 100,000 tested, 0.25% active | AID 1671188, 2021; also: potency is read from the fitted curve at half-maximal effect; nearly all actives have a fitted effect of over 60% in size; many of its hits are not listed in these tables
Target sequence (Q8TD30 whole entry, looked up): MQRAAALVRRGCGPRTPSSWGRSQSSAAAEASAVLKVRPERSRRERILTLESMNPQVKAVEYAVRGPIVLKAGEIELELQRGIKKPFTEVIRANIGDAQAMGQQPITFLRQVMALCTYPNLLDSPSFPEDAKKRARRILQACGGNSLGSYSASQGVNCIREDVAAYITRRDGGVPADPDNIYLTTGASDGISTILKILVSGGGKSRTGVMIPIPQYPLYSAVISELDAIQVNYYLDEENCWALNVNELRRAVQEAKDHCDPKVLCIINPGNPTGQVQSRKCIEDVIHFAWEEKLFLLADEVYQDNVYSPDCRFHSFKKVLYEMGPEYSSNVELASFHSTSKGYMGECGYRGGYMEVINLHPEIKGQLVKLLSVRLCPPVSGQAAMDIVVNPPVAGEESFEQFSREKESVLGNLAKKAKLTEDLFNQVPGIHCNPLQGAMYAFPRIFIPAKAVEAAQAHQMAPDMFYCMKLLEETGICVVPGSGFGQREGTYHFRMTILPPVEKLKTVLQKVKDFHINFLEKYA
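Fluorescence read-out: pyruvate from GPT2 turnover coupled to pyruvate oxidase, HRP and Amplex Red (0.2mM ThPP, 0.2U/mL PO and HRP, 50uM Amplex final). Substrates 250uM a-KG, 2mM L-alanine; enzyme 10ng/uL; 30 min RT.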
IP6K1 inh – Primary qHTS assay for small molecule inhibitors of Inositol hexaphosphate kinase 1 (IP6K1); activity change, % (series mostly up to about 58 µM); IP6K1 kinase, ADP-Glo luminescence, 2 h; stronger effect = lower value; 140,000 tested, 0.81% active; in the data active = activity change below about -25%
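ADP-Glo luminescence measures ADP made by human IP6K1 during a 2 h RT reaction with ATP/IP6 (mix at 1.3 mM/130 uM); top library doses 57.5 and 19.1 uM final.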
* marks the source's active call; other numbers are inactive results; i = inactive; u = inconclusive; x = not tested or not shown; & = joins results of further samples; [ ] = remark or other dose. Unless noted, calls follow the shape of the dose curve; as a rule, active = well fitted curve in the direction sought with a large enough effect; inconclusive = small, poorly fitted or top-dose-only effect, or another doubt; inactive = no such curve, though single readings can be large; an effect the other way counts as inactive or inconclusive. Unless noted, % is scaled to controls: 0 for no effect and ±100 for the full control effect. Only part of the results is shown. The share of hits here may be higher or lower than overall.

Structure | SNCA expr inh | NIH3T3 tox | HEK293 viab | FLuc inh | GPT2 inhibitor | IP6K1 inh | HEK293 tox
O=C1c2oc3ccccc3c(=O)c2C(c2cccc(Br)c2)N1c1ccccn1 (stereo unspecified) | -15% | x | -3% | x | x | -4 | x
COc1ccccc1CNC(=O)c1ccc(-c2nc(CN3CCc4ccccc43)c(C)o2)cc1 | u | x | -2% | x | x | 45 | x
Clc1ccc2c(c1)C(N1CCNCC1)=Nc1ccccc1O2 | -16% | x | 3% | x | 1% | 8&-8 | x
CCOc1ccc(NC(=O)c2noc3c2CSc2ccccc2-3)cc1 | 5% | x | -6% | x | x | 7 | x
COc1ccc(CN2CCn3c(nnc3-c3ccc(Cl)cc3)C2)cc1 | -29% | u | -2% | x | -33% | 9 | u
CN(CC(O)COc1ccccc1CN1CCCOCC1)C1CCCCC1 (stereo unspecified) | 2% | u | -9% | 13% | i | 3 | u
COc1ccc2[nH]c3c(c2c1)CCN(C)C31CCN(C(=O)c2ccnn2C)CC1 | u | -17% | 5%[12.5 µM] | -10% | -10% | -2 | -13%
O=C(Nc1ccccc1)N1CCCC(CN2CCOCC2)CC1 (stereo unspecified) | 4% | -4% | 6% | 3% | i | -15 | -8%
CO[C@H]1C(=O)N(C)C2(CCN(C(=O)OCc3ccccc3)CC2)[C@@H]1C(=O)Nc1ccccc1 | x | -18% | x | x | x | 12 | u
CC(C)Cc1cnc(C2CCCN(C(=O)OC(C)(C)C)C2)[nH]1 (stereo unspecified) | 39%[activator][87.6 µM] | 89µM* | -3%[87.6 µM] | x | 5%[88.5 µM] | 50 | u
Cc1ccc(OCCSc2nc(-c3ccccc3C)nc3cc(=O)[nH]n23)cc1Cl | -19% | x | -3% | x | x | 24 | x
O=C(c1ccccc1Cl)N1CCCC(c2nc3c(nnn3Cc3ccc(F)cc3F)c(=O)[nH]2)C1 (stereo unspecified) | 84%[activator] | x | -11% | x | x | 2 | x
CN(C)c1cc(=O)c2ccnc(-c3cccc(C(F)(F)F)c3)c2o1 | -11%[87.6 µM] | u | 10%[87.6 µM] | -14%[172 µM] | 5%[88.5 µM] | -33* | u
COc1ccc(CCN2C(=O)NC(NS(=O)(=O)c3ccc(NC(C)=O)cc3)(C(F)(F)F)C2=O)cc1OC (stereo unspecified) | 7% | x | -7% | x | x | 11 | x
O=C(NCCCc1ccccc1)c1cn2cc(-c3cccc(C(F)(F)F)c3)sc2n1 | 16% | u | -17% | x | -12% | -2 | u
O=S(=O)(c1cccnc1)N1CCCC(Cn2c(C3CC3)nc3cccnc32)C1 (stereo unspecified) | 2% | u | 0% | 3% | i | 8 | -7%
COc1ccc(CN2CCCC23Cc2ccccc2CNC3=O)c(OC)n1 (stereo unspecified) | -17% | -12% | 0% | x | i | -5 | -14%
COc1ccc(C(=O)N[C@@H]2CN(Cc3ccccc3)C[C@H]2CN(C)C)cc1F | u | 20µM* | -11% | x | 2% | -6 | 6.3µM*
COc1ccc(-c2nc(C3CC3)nc3c2CN([S+](=O)([O-])c2ccccc2)CC3)cc1 | u | 18µM* | -19% | x | 3% | -2 | 2%
O=C(COc1ccc([N+](=O)[O-])cc1)NCC1(N2CCOCC2)CCCCC1 | 13% | x | 4% | x | x | -1 | x
O=C(CCn1c(=O)c2sccc2n(CC(=O)Nc2ccccc2)c1=O)NCc1ccccc1Cl | -23% | x | u | x | x | 9 | x
CCOc1ccc(NC(=O)c2oc3ccccc3c2NC(=O)c2ccc(OC)cc2OC)cc1 | 19% | x | 7% | x | x | 8 | x
O=C(c1cccc(Cl)c1)N1CCn2c(nnc2-c2ccccc2)C1 | 1% | -17% | -8% | 3% | i | 18 | 0%
CC1=C(c2ccc(C)cc2)S(=O)(=O)NC1=NCCCN1CCN(c2ccc(F)cc2)CC1 | u | x | -2% | x | x | 5 | x
O=C(CCC(=O)OCC(=O)c1ccc(Cl)cc1)Nc1ccc(Oc2ccccc2)cc1 | 7% | x | 16% | x | x | -11 | x
COc1ccc(-n2c(/C=C/c3cc(OC)c(OC)cc3OC)nc3cc4ccccc4cc3c2=O)cc1Cl | -1% | x | 5% | x | x | -9 | x
CC(C)CCNC(=O)Nc1cc(C(=O)NCc2cccc(F)c2)ccc1N1CCCC1 | u | x | u | x | x | -3 | x
Cc1ccccc1C(=O)N1C(C(=O)NC(C)C)COC12CCN(C(=O)c1ccc(Cl)cc1)CC2 (stereo unspecified) | -3% | -30% | 4% | -11% | i | 6 | -20%
Cc1nn(-c2ccc(C(F)(F)F)cc2)c(C)c1[C@@H]1C=C[C@@H](NC(=O)CCC(=O)O)C1 | 21%[87.6 µM] | u | -4%[87.6 µM] | u | -2%[88.5 µM] | 14 | u
CC(=O)c1ccc(NC(=O)c2ccc3c(c2)N(Cc2cccc(Cl)c2)C(=O)c2ccccc2S3=O)cc1 (stereo unspecified) | -9% | x | 0% | x | x | -10 | x
COc1ccc2oc(=O)c(C(=O)NCCc3c(C)[nH]c4ccc(Br)cc34)cc2c1 | -15% | x | -14% | x | x | 9 | x
COc1ccc(Cl)cc1NC(=O)C(C)n1nnc2sc3c(c2c1=O)CCCC3 (stereo unspecified) | 5% | x | -18% | x | x | 19 | x
C=CCN1C[C@@H]2C[C@@H](C(=O)NC)N(C(=O)c3ccc(-c4cccs4)s3)c3cccc(c32)C1=O | -13%[25.6 µM] | u | -8%[23.9 µM] | x | -23%[27.3 µM] | 2 | -11%[57.5 µM]
Cc1ccccc1C(=O)Nc1cccc(OCc2cc(=O)n3c(C)csc3n2)c1 | 3% | x | 2% | x | x | -3 | x
COC(=O)CNC(=O)C1CCc2nnc(-c3ccc(Cl)cc3Cl)n21 (stereo unspecified) | 37% | -4% | 11% | x | u | 18 | 1%
COc1ccc(-c2cn3c(n2)sc2cc(C(=O)Nc4ccccc4F)ccc23)cc1 | 106%[activator] | x | 0% | x | x | 0 | x
Cc1ccc(CNC(=O)C2Cn3cccc3C(=O)N2CC(C)C)o1 (stereo unspecified) | 9% | -17% | 6% | -4% | i | 25 | -22%
CCSc1ccc(C(=O)Nc2ccc(-c3nc4ccc(C)cc4s3)cc2)cc1 | 39%[activator] | x | 26% | x | x | -10 | x
COc1ccc(CNS(=O)(=O)c2cc(C(=O)Nc3cc(Cl)cc(Cl)c3)ccc2F)cc1 | u | x | -10% | x | x | 6 | x
O=C(NCCN1CCOCC1)C1c2ccccc2CC(=O)N1Cc1ccccc1 (stereo unspecified) | 5% | i | -11% | 8% | i | -7 | -1%
CN(Cc1cccn1C)C(=O)Nc1ccccc1 | 56%[activator][87.6 µM] | u | -1%[87.6 µM] | u | -23%[88.5 µM] | 15 | -27%[172 µM]
Cc1csc(Nc2ccc3c(n2)CN(CCOc2ccccc2)C(=O)CO3)n1 | -15%[87.6 µM] | u | -8%[87.6 µM] | -1%[172 µM] | u | -8 | u
COc1cccc(CNC(=O)C(=O)NCC(c2cccs2)S(=O)(=O)c2cccs2)c1 (stereo unspecified) | 7% | x | 13% | x | x | -3 | x
Cc1cccc(OCC(=O)N2CCCC(n3cc(-c4noc(C)n4)nn3)C2)c1 (stereo unspecified) | 25% | i | 7% | 1% | i | 7 | -2%
Cc1c(C(=O)N2CCn3nc(C(O)CO)cc3C2)sc2ccccc12 (stereo unspecified) | -15% | -7% | 0% | 2% | 1% | 21 | 0%

Fetched by compound from above:
Structure | SNCA expr inh | NIH3T3 tox | HEK293 viab | FLuc inh | GPT2 inhibitor | IP6K1 inh | HEK293 tox
COc1cccc(CNC(=O)C(=O)NCC(c2cccs2)S(=O)(=O)c2cccs2)c1 (stereo unspecified) | 7% | x | 13% | x | x | -3 | x
Cc1ccccc1C(=O)Nc1cccc(OCc2cc(=O)n3c(C)csc3n2)c1 | 3% | x | 2% | x | x | -3 | x
CN(Cc1cccn1C)C(=O)Nc1ccccc1 | 56%[activator][87.6 µM] | u | -1%[87.6 µM] | u | -23%[88.5 µM] | 15 | -27%[172 µM]
COc1ccc(CNS(=O)(=O)c2cc(C(=O)Nc3cc(Cl)cc(Cl)c3)ccc2F)cc1 | u | x | -10% | x | x | 6 | x

Continued:
Structure | SNCA expr inh | NIH3T3 tox | HEK293 viab | FLuc inh | GPT2 inhibitor | IP6K1 inh | HEK293 tox
Cc1ccc(Nc2c(-c3cccs3)nc3nc(C)cc(C)n23)cc1 | 21% | x | -19% | x | x | -15 | x
CN(CCc1ccccn1)C(=O)c1cn(Cc2cccc(C(F)(F)F)c2)nn1 | 0% | -17% | 4% | 7% | i | -12 | 0%
Cc1cc(C)cc(NC(=O)C2CCN(c3nnc(-n4c(C)ccc4C)s3)CC2)c1 | -10% | x | -14% | x | x | 13 | x
CN(C)CCN(Cc1ccccc1)S(=O)(=O)c1ccc(-c2cc(C(F)(F)F)on2)s1 | 0% | x | 4% | x | x | 32 | x
CC(=O)NCC(=O)N1Cc2ccccc2CC2(CCCCN2CC2CCNCC2)C1 (stereo unspecified) | -3% | i | 0% | x | -10% | -9 | i
COc1ccc2cc3cc(C(=O)N4CCN(c5ccccc5F)CC4)oc3nc2c1 | 20% | x | 1% | x | x | 18 | x
COc1ccc(CNC(=O)N[C@@H]2CN(c3ncccn3)C[C@H]2CN(C)C)cc1 | -1% | -8% | 16% | -10% | -1% | 5 | -2%
O=C(CSC1=Nc2ccccc2C2=NC(CCC(=O)NC3CCCCC3)C(=O)N12)Nc1cccc(C(F)(F)F)c1 (stereo unspecified) | u | x | -14% | x | x | -9 | x
COc1cccc(NC(=O)CSC2=Nc3ccccc3C3=NC(CC(=O)NCc4cccs4)C(=O)N23)c1 (stereo unspecified) | 18% | x | 7% | x | x | -1 | x
COc1cc(OC)c(C(=O)N2CCCn3nc(C(=O)O)cc3C2)cc1OC | 4% | -1% | -1% | -5% | -11% | 24 | i
COc1cccc2c1Oc1ncccc1N(c1ccc(C(=O)NCc3cccc(C)c3)s1)C2 | -7% | x | 0% | x | x | 19 | x
Cn1cc(C(=O)NCCc2ccc(Cl)cc2)c(=O)c2cc(S(=O)(=O)N3CCOCC3)ccc21 | -9% | x | -6% | x | x | 5 | x
Cc1cnc(CC2CCN(S(=O)(=O)c3cccc(F)c3)C2)n1C(C)C (stereo unspecified) | 38%[activator] | -19% | -1% | -1% | i | -7 | u
O=C(NCCn1cccc1-c1nc(-c2ccc3c(c2)OCO3)no1)c1cccc(Cl)c1 | 49%[activator] | u | -8% | u | i | 28 | u
